GSK3A inh = blocks human GSK-3 alpha kinase. hit rate 0.1% among 320,000. inhibition, % at 10 µM. P49840. AID 2650. ADP-Glo luminescence, 60 min;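 in the data active = inhibition above about 50%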;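 also: GST-tagged GSK-3 alpha with peptide substrate and 25 µM ATP; 0% = DMSO neutral wells and 100% = GW8510 positive control wells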
Target sequence (P49840 whole entry, looked up): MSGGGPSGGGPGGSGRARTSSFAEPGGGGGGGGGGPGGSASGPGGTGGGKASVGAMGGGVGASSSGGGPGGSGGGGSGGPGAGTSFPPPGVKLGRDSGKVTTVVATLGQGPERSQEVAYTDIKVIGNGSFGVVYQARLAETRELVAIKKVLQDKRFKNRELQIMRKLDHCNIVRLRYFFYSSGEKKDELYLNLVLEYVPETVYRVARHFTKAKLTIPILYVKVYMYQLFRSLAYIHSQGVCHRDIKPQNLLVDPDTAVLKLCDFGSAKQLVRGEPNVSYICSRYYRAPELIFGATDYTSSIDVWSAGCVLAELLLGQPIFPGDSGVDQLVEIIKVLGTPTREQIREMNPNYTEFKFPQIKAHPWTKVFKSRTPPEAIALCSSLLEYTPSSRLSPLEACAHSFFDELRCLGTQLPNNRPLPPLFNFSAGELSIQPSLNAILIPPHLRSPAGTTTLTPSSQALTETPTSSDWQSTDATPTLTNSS
HSF-1 act = increases HSF-1 driven luciferase reporter signal | AID 504408 | hit rate 1.7% among 300,000 | activation, % at 9 µM | NIH3T3-HGL HSF-1 luciferase reporter, MG132, 8 h; 100% = twice DMSO control signal;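 active = mean replicate activation of at least 50% with a set share of replicates each reaching 50%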;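 also: 0% = median of the neutral control wells and 100% = twice that signal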
GSK3beta inhib = human GSK3beta kinase inhibition; GST-GSK3beta kinase, ADP-Glo luminescence, 60 min; hits give low values; activity score (negative = inhibition), % at 10 µM; hit rate 0.038% among 300,000;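 active = more than half of replicate wells score below -50%, meaning over 50% inhibition versus plate controls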;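 also: 0% = median DMSO wells and -100% = median GW8510 positive control wells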
Target sequence (P49841 whole entry, looked up): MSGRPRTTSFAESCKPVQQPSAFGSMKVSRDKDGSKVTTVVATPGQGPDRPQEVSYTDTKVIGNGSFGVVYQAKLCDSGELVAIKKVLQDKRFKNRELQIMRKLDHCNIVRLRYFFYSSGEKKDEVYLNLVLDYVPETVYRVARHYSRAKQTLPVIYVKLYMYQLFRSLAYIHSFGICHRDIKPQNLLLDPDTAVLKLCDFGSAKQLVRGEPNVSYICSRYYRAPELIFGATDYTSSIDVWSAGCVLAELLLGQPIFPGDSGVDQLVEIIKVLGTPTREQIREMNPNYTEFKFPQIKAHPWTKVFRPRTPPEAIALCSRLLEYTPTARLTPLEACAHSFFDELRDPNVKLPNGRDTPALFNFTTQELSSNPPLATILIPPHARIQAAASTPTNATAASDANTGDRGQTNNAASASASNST
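Test system: GST-tagged human GSK3beta kinase, cell-free; evaluation: activity score scaled between in-plate DMSO and GW8510 controls; measured by: ADP-Glo luminescence; incubation: 60 min reaction, RT; benchmarks: DMSO and 20 µM GW8510; reagent: peptide substrate plus 25 µM ATP (final); medium: Tris/MgCl2 kinase buffer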
aSyn 5UTR inh = 5' untranslated region of α-synuclein, MLPCN primary screen | alpha-synuclein 5'UTR reporter, inhibitor activity | inhibition, % (tested at 7.5 µM) | hit rate 0.82% among 300,000 | AID 1813; in the data active = inhibition above about 60%;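 also: H4 neuroglioblastoma cells stably carrying SNCA 5'UTR luciferase fusion; 0% = DMSO wells and 100% = positive control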
KLF5 inhibitor = suppresses KLF5 promoter-driven expression; DLD-1 KLF5 promoter-luciferase reporter, luminescence; inhibition, % at 5 µM; hit rate 0.23% among 290,000; AID 1700;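 active = inhibition above a per-plate limit of that plate's mean compound inhibition plus 3 SD, cut at about 60% in these data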;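 also: 0% = DMSO wells and 100% = LY294002 at 200 µM; higher means less KLF5 promoter-driven luciferase light; inactives centre near -14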
AI-2 QS modul = modulators of Vibrio harveyi AI-2 quorum sensing system | activity change, % at 7.5 µM | Vibrio harveyi JMH597 AI-2 luminescence/OD600 ratio, 9 h; hits give low values; strain lacks LuxN and CqsS sensors; 0 = neutral-control median | AID 2094 | hit rate 0.4% among 300,000; in the data active = activity change below about -75%, passing the limit was not always enough;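 also: luminescence divided by OD600 gain over 9 h not by final OD600 alone; inactives centre near 13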
IEC-6 tox = counter-screen for KLF5 inhibitors: cytotoxicity in IEC-6 cells; IEC-6 cytotoxicity, luminescence viability; inhibition, % at 5 µM; hit rate 0.78% among 290,000; AID 1825; in the data active = inhibition above about 22%;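 also: 0% = plate median of test compound wells and 100% = cytotoxic reference compound wells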
PolyA inh = yeast polyadenylation inhibition; S. cerevisiae SKY197-pL101 polyadenylation reporter, beta-gal luminescence; efflux-impaired pdr1/pdr3 knockout yeast; score 100 = 6 SD above DMSO; calls only at 12 µM; hit rate 0.02% among 300,000; AID 1875;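 active = lowest replicate activity score at least 50, where 100 means six control SD above control mean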;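 also: yeast exposed to compound for 9 h at 30 °C; higher score means more reporter readthrough which indicates perturbed polyadenylation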
HSP90 inh = inhibitors of HSP90 luciferase refolding in rabbit reticulocyte lysate; luciferase refolding luminescence, 3 h; inhibition, % at 5.6 µM; hit rate 0.91% among 290,000; AID 1789;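 active = inhibition above the screen-wide mean plus 3 SD, computed separately per campaign, cut at about 16% in these data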;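 also: 0% = DMSO wells and 100% = 60 µM geldanamycin wells; inhibitors lower the luminescence because luciferase stays unfolded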
HSF1 inh = HSF1 inhibition; activity change, negative = inhibition, % at 7.5 µM (by protocol); NIH3T3-HGL HSE-luciferase, MG132-induced, luminescence 8 h; hits give low values; AID 2098; hit rate 0.77% among 300,000;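 active = more than half of replicate wells show activity change below -50%, luminescence cut by over half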;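 also: luciferase reports HSF-1 transcriptional activity via heat shock element; 0% = median of DMSO wells and -100% = zero luminescence signal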
An asterisk follows results filed as active; i = inactive; . = not tested or not shown. An excerpt. The share of hits here may be higher or lower than overall.

SMILES	GSK3A inh	HSF-1 act	GSK3beta inhib	aSyn 5UTR inh	KLF5 inhibitor	AI-2 QS modul	IEC-6 tox	PolyA inh	HSP90 inh	HSF1 inh
CS(=O)(=O)N(CC(=O)N1CCCC1)c1ccc(Cl)c(Cl)c1	0	11	-2	0	-14	5	-2	i	0	7
O=C(CNC(=O)c1ccc(Br)o1)NNC(=O)c1ccccc1O	1	9	.	-6	.	.	.	i	.	-4
CN(C)C(=O)N1CCC(C(=O)NCc2cccs2)CC1	-3	-5	-3	18	-1	18	4	i	2	-1
COC(=O)N/N=C/c1cn(CCCOc2ccc(C)cc2)c2ccccc12	1	-3	-1	-41	-41	9	3	i	7	-9
CNC(=O)c1c(NC(NC(=O)c2ccco2)C(=O)c2ccc(Cl)cc2)sc2c1CCCC2 (stereo unspecified)	0	3	0	1	-8	8	11	i	2	2
CCCCn1c(=O)[nH]c2c(oc3ccccc32)c1=O	-3	13	-2	-20	-25	-7	8	i	5	-1
CCc1c(O)c(/C(C)=N\O)c(=O)n(-c2ccccc2)c1-c1ccccc1	-3	17	-1	7	-12	6	3	i	3	-3
O=[N+]([O-])c1ccccc1CSc1nc2ccccc2o1	-2	44	5	-193	-48	-4	4	i	0	27
COc1ccc(-c2csc(NC(=O)C3CCN(C(=O)c4ccc(F)cc4)CC3)n2)cc1OC	2	6	1	19	-20	19	-4	i	2	-3
CCCn1c(-c2ccc(F)cc2)cnc1SCC(=O)O	-2	6	2	2	-24	16	-1	i	-3	0
O=C(Nc1ccc(N2CCN(C(=O)c3ccc(Cl)cc3)CC2)cc1)c1ccc2c(c1)OCCO2	1	5	2	18	-34	21	-1	.	3	-10
C/C(CC(=O)NCc1ccco1)=N\NC(=O)c1ccc([N+](=O)[O-])cc1Cl	-1	-15	-3	9	-9	11	3	i	-1	1
Nc1cccc2c1C(=O)N(C(=O)c1ccc(S(=O)(=O)N3CCCCCC3)cc1)C2=O	0	3	1	-12	-16	26	0	i	4	-9
Cn1c(SCC(=O)Nc2nnc(-c3ccccc3)o2)nnc1C1CC1	-3	-10	-1	-13	-23	21	-1	i	-1	0
Cc1ccc(NC(=O)COC(=O)c2cccnc2)c(C)c1	1	11	4	-28	0	17	1	i	0	1
CC1(C)Cc2cccc(OCC(=O)NCc3ccccc3)c2O1	.	-8	-2	2	-8	13	0	i	-2	-2
O=C(NCCCO)C(=O)Nc1ccc2c(c1)N(S(=O)(=O)c1cccs1)CCC2	2	-1	4	9	.	9	.	i	.	-6
CCOC(=O)C1=C(C)NC(=O)C(C#N)C1c1ccncc1 (stereo unspecified)	-1	3	-3	3	-22	18	-1	i	-2	-12
COc1ccc(/C=C/C(=O)N2CCN(S(=O)(=O)c3ccccc3)CC2)cc1OC	3	11	-1	8	-34	21	2	i	-3	8
CCCOc1ccc(C(=O)CCC(=O)OCC(=O)Nc2ccc(OCC)cc2)cc1	0	-7	-4	-19	-7	9	3	i	3	-4
Cc1ccc2[nH]c(=O)c(-c3nc4ccccn4c3NCc3ccco3)cc2c1	2	38	5	-100	-186	12	-4	i	-5	11
COc1ccc(N2CCN(C(=O)CSc3nc4ccccc4c(=O)[nH]3)CC2)cc1	-4	9	0	9	-20	20	6	i	-3	5
CCOC(=O)N1CCC(N(CCN(C)C)C(=S)Nc2ccc(F)c(Cl)c2)CC1	1	-10	4	3	-3	21	0	i	0	-2
CC1=NN(c2cccc([N+](=O)[O-])c2)C(=O)C1	0	1	-1	-2	-5	-7	-2	i	-4	1
CCCCn1c2c(c(=O)n(C)c1=O)C(c1ccc(OC)cc1)N1CCCCCC1=N2 (stereo unspecified)	0	-27	1	45	-13	-2	0	i	0	-11

(cont.)
SMILES	GSK3A inh	HSF-1 act	GSK3beta inhib	aSyn 5UTR inh	KLF5 inhibitor	AI-2 QS modul	IEC-6 tox	PolyA inh	HSP90 inh	HSF1 inh
O=S(=O)(Cc1ccccc1Cl)Nc1ccccn1	-1	-12	1	8	-14	23	-6	i	-2	-6
C#CCSc1nc(-c2ccccc2)cc(C(F)(F)F)c1C#N	1	-1	4	-41	-2	16	8	i	4	2
Cc1cc(C(=O)CSc2nnc(-c3cccnc3)n2-c2ccccc2F)c(C)n1CC1CCCO1 (stereo unspecified)	1	-7	2	-13	-36	18	1	i	5	-5
CCOC(=O)c1c(-c2ccccc2)cn2c(C)cc(C)nc12	-2	59*	-3	-150	-48	19	6	i	-2	24
NC(=O)C1=C[C@@H](c2coc3ccccc3c2=O)C[C@@H](OCCCCO)O1	1	6	-5	13	-17	7	3	i	0	-1
C(=C\c1ccccc1)/CSc1nnc(-c2ccccn2)n1Cc1ccco1	-2	39	2	2	-23	47	20	i	4	18
COCCCNC(=O)CSc1nc2c(sc(=S)n2-c2cc(Cl)ccc2OC)c(=O)[nH]1	-3	-6	4	12	-13	20	2	i	-4	3
O=C1c2ccccc2C(=O)N1CC1CCCO1 (stereo unspecified)	-1	17	1	2	-27	3	2	i	-2	-4
Cc1cc(C)cc(N(CC(=O)NCc2ccc(F)cc2)C(=O)CCC(=O)Nc2ccccn2)c1	0	0	0	28	-6	12	-4	i	1	4
CC1Cc2nc(SCC(=O)Nc3nc4ccccc4s3)n(C)c(=O)c2S1 (stereo unspecified)	-1	18	1	11	-39	18	3	i	7	0
COCCCNCCCCOc1ccc(OCc2ccccc2)cc1	1	5	-3	-69	-47	11	-5	i	-2	5
CC(=O)n1cc(/C=C2/N=C(c3ccccc3)OC2=O)c2ccccc21	-1	10	-2	0	9	-4	0	i	1	-10
CSc1ccc(CCNC(=O)C2CCCN(c3ncnc4c3nc3n4CCCCC3)C2)cc1 (stereo unspecified)	0	11	5	21	-19	1	5	i	-2	0
Cc1ccc(OCC(=O)NNC(=S)NC(=O)c2ccc(Br)o2)c(C)c1	-1	7	1	-1	-11	30	2	i	0	-5
CCN(CC(=O)NC(C)(C)C)Cc1nc2c(Br)cc(Br)cc2c(=O)[nH]1	.	6	-3	13	-10	11	0	i	-5	-1
O=C(OCCN1CCOCC1)c1ccccc1Cl	-4	19	-1	-8	.	11	.	i	.	-1
O=C1c2ccccc2C(=O)N1CCCC(=O)N1CCc2ccccc21	-3	-16	1	-50	-29	25	4	i	9	-6
CCN1CCC(NCCc2ccc(F)cc2)CC1	1	-13	-2	-14	-11	16	2	i	-1	-7
CC1CCN(C(=O)CSc2nc3c(cnn3-c3ccc(Cl)cc3)c(=O)[nH]2)CC1	.	-89	-3	9	-9	-2	3	i	1	-86*
CCCCCCNS(=O)(=O)c1ccc(OC)c(OC)c1	-2	14	3	17	-34	36	-2	i	4	-1
COc1ccccc1OCC(=O)N/N=C1\CCCCc2ccccc21	0	-5	-4	-3	-27	13	-6	i	-3	-1
Cc1cc(C)cc(NC(=O)C(OC(=O)c2ccc([N+](=O)[O-])o2)c2ccccc2)c1 (stereo unspecified)	0	30	0	-34	-6	23	3	i	2	8
O=C(CN1CCSCC1)N/N=C/c1cccc(Cl)c1	2	3	7	-16	-43	47	-2	i	2	-2
O=C1CCC(C(=O)N2CCCC(Nc3ccc(F)cc3)C2)=NN1 (stereo unspecified)	0	-7	3	8	-29	0	0	i	2	-1
CCN(CC)C(=O)CSc1nnc(-c2cnccn2)n1-c1ccccc1	12	11	-3	33	-13	7	-10	i	0	-4

One compound at a time (already shown):
`C(=C\c1ccccc1)/CSc1nnc(-c2ccccn2)n1Cc1ccco1` as listed: GSK3A inh = -2; HSF-1 act = 39; GSK3beta inhib = 2; aSyn 5UTR inh = 2; KLF5 inhibitor = -23; AI-2 QS modul = 47; IEC-6 tox = 20; PolyA inh = i; HSP90 inh = 4; HSF1 inh = 18
`Cc1cc(C)cc(NC(=O)C(OC(=O)c2ccc([N+](=O)[O-])o2)c2ccccc2)c1` (stereo unspecified) as listed: GSK3A inh = 0; HSF-1 act = 30; GSK3beta inhib = 0; aSyn 5UTR inh = -34; KLF5 inhibitor = -6; AI-2 QS modul = 23; IEC-6 tox = 3; PolyA inh = i; HSP90 inh = 2; HSF1 inh = 8

Further structures follow.
SMILES	GSK3A inh	HSF-1 act	GSK3beta inhib	aSyn 5UTR inh	KLF5 inhibitor	AI-2 QS modul	IEC-6 tox	PolyA inh	HSP90 inh	HSF1 inh
C=CCNC(=O)NC(=O)COn1nnc2ccc(S(=O)(=O)N(C)C)cc21	6	-3	2	3	-13	22	-2	i	-5	1
CN(C(=O)CCc1nc(-c2ccccc2F)no1)c1ccccc1	1	26	6	-32	-10	10	8	i	5	2
O=C(CSc1nnc(-c2cccnc2)o1)Nc1ccc(Br)cc1	0	24	-4	-77	-36	15	-2	i	18*	21
CSCCC(NC(=O)COc1ccccc1)C(=O)N1CCN(C(C)=O)CC1 (stereo unspecified)	1	-7	3	-3	-16	14	-7	i	-1	-8
O=C(CN1CCN(c2cccc(Cl)c2)CC1)c1ccc(O)cc1O	2	8	-4	3	-4	9	-10	i	-2	1
CS(=O)(=O)c1ccc2nc(NC(=O)CN3C(=O)NC4(CCCC4)C3=O)sc2c1	-3	-6	0	6	-44	10	-2	i	-1	0
O=C(c1ccco1)N1CCN(C(=O)c2ccccc2Oc2ccccc2)CC1	-3	7	-10	6	5	32	2	i	-1	5
Cc1ccc(Cl)c2sc(NC(=O)C3=COCCO3)nc12	3	20	-1	-79	-7	12	5	i	-6	9

Retrieved one by one from the entries so far:
SMILES	GSK3A inh	HSF-1 act	GSK3beta inhib	aSyn 5UTR inh	KLF5 inhibitor	AI-2 QS modul	IEC-6 tox	PolyA inh	HSP90 inh	HSF1 inh
O=C(NCCCO)C(=O)Nc1ccc2c(c1)N(S(=O)(=O)c1cccs1)CCC2	2	-1	4	9	.	9	.	i	.	-6
COCCCNCCCCOc1ccc(OCc2ccccc2)cc1	1	5	-3	-69	-47	11	-5	i	-2	5
CCCOc1ccc(C(=O)CCC(=O)OCC(=O)Nc2ccc(OCC)cc2)cc1	0	-7	-4	-19	-7	9	3	i	3	-4
